Compound activity: PubChem BioAssay, several laboratories
Smad3 inh = Smad3/FoxH1 peptide binding inhibitors, primary screen, biochemical, TR-FRET. inhibition, % at 25 µM. hit rate 0.29% among 88,000. TR-FRET Smad3/Dy647-FoxH1 peptide binding, europium anti-His. Mothers against decapentaplegic homolog 3 (Homo sapiens), P84022;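 active = compounds that reduce the energy-transfer binding signal between the protein and its labelled peptide by more than half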;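 note: 0% = Smad3 plus labelled peptide maximal FRET and 100% = peptide-only background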
Target sequence (P84022 whole entry, looked up): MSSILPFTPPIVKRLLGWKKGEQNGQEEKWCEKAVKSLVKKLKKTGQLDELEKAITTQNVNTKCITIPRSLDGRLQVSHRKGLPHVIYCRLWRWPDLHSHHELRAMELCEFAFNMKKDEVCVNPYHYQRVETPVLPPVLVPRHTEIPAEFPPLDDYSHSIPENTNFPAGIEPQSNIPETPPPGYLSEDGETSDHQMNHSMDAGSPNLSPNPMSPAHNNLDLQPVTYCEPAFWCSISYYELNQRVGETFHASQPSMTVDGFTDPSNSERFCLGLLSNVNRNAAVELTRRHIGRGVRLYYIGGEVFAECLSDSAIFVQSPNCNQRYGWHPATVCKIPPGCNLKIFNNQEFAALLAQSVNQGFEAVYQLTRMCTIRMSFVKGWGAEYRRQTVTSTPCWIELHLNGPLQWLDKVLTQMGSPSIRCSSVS
ERa SRC1 pot = enhancers of ERα–SRC-1 coactivator binding, primary screen, biochemical, TR-FRET, ERα LBD, low estradiol. TR-FRET ERalpha-LBD/SRC-Cy5 coactivator binding, 2 h; 100 = basal binding, no effect. coactivator binding (% of control), % at 25.6 µM. hit rate 1.3% among 86,000. Estrogen receptor (Homo sapiens), P03372. AID 639, 2007; in the data active = activity above about 200%;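 note: binding measured in presence of low estradiol as agonist stimulus; 0% = peptide alone without receptor and 100% = receptor with peptide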
Target sequence (P03372 whole entry, looked up, the tested form may be a part): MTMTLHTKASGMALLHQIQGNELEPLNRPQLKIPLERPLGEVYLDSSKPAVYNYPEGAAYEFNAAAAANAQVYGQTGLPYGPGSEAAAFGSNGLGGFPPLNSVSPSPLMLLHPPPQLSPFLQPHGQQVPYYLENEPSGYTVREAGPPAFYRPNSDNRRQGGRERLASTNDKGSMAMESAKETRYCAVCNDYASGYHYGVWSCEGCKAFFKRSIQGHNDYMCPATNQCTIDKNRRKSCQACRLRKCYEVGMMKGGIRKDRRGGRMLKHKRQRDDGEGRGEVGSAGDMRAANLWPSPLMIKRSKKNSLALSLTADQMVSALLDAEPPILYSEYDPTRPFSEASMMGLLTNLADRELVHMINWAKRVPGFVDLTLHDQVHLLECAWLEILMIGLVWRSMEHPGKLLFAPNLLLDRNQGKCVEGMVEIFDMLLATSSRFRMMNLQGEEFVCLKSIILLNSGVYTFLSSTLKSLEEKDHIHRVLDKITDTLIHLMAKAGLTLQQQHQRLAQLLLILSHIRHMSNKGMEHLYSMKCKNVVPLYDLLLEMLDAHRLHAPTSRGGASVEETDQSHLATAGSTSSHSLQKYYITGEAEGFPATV
HUVEC prolif 384 = inhibitors of HUVEC proliferation, primary screen, cell-based, 384-well | CellTiter-Glo luminescence, 72 h; stronger effect = lower value | viability, % at 10 µM (by protocol) | hit rate 1.1% among 86,000 | AID 648, 2007;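 active = viability at or below 30%; inactive = viability above 30%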;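 note: 100% = median luminescence of DMSO-only cell control wells on each plate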
H69AR inhibit = proliferation blockers of H69AR lung cancer cells, primary screen, cell-based, human, 86K library. AID 598, 2007. H69AR lung tumor viability, ATP luminescence, 72 h; stronger effect = lower value. hit rate 6% among 85,000. viability, % at 10 µM;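 active = viability at or below 40%; inactive = viability above 40%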;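 note: multidrug resistant small cell line overexpressing MRP-1 efflux transporter; 100% = mean luminescence of untreated control wells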
Calb biofilm kill = clotrimazole potentiators killing Candida biofilms, primary screen, with clotrimazole, Alamar Blue; C. albicans biofilm + clotrimazole; inhibition, % at 6 µM; hit rate 0.14% among 85,000;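 active = inhibition above 20%; inactive = inhibition below 20%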;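 note: preformed 24 hr biofilms exposed to compound for 48 hr; 0% = biofilm without compound and 100% = blank killed by clotrimazole plus chlorhexidine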
Fibroblast inh = antiproliferative effect on LL 47 fibroblasts – human, LL 47 cells, CellTiter-Glo luminescence, primary screen | hit rate 1.1% among 85,000 | AID 719, 2007 | LL 47 human lung fibroblast viability, ATP luminescence; stronger effect = lower value | viability, % at 10 µM;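 active = viability at or below 50% in the single dose screen; inactive = viability above 50%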;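 note: compound exposure lasted 72 h before the ATP readout; 100% = median luminescence of untreated cell-only wells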
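Benchmarks: Cell-only wells, no compound | Test system: LL 47 human lung fibroblasts, passage 12 or lower | Input: 1,150 cells/well | Measured by: CellTiter-Glo luminescence measuring cellular ATP | Medium: IMEM, 15% FBS supplement | Schedule: Overnight attachment after seeding, then 72 h compound exposure at 37 °C | Doses: Compound addition at 0.1% DMSO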
ERa SRC1 inh = ERα–SRC-1 coactivator interaction inhibitors, primary screen, biochemical, TR-FRET, ERα LBD, estradiol-bound; Estrogen receptor (Homo sapiens), P03372; TR-FRET ER-alpha LBD / SRC-1 peptide; inhibition, % at 25.6 µM; hit rate 1.7% among 86,000; in the data active = inhibition above about 50%;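 note: 0% = receptor plus peptide control and 100% = peptide only without receptor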
ERb SRC1 inh = inhibitors of ERβ-SRC1 coactivator interaction, primary screen, biochemical, TR-FRET, ERβ LBD, SRC-1 peptide; TR-FRET ER-beta LBD / SRC1-Cy5 peptide binding; receptor agonist-loaded with 1 µM estradiol; inhibition, % at 25.6 µM; hit rate 1.3% among 86,000; AID 633, 2007;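 active = compounds whose percent inhibition of the receptor-coactivator binding signal exceeds about 50% in the single-dose screen, limit read from the data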;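 note: 0% = receptor plus peptide wells without compound and 100% = peptide-only wells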
sEH act = soluble epoxide hydrolase activators, primary screen, biochemical, human sEH | Bifunctional epoxide hydrolase 2 (Homo sapiens), P34913 | purified human sEH enzymatic activity, activator screen | activation, % at 2 µM | hit rate 0.04% among 91,000; in the data active = activation above about 37%; note: values of inactives mirror those of a sister screen read the other way
An asterisk follows results filed as active; . = not tested or not shown; [ ] = dose if it differs, or a comment. The list is partial. The share of hits here may be higher or lower than overall.

SMILES	Smad3 inh	ERa SRC1 pot	HUVEC prolif 384	H69AR inhibit	Calb biofilm kill	Fibroblast inh	ERa SRC1 inh	ERb SRC1 inh	sEH act
COc1ccc(N(CC(=O)N2CCCCCC2)S(=O)(=O)c2c(C)[nH]c(=O)[nH]c2=O)cc1	-8	96	101	95	9	97	4[fluorescence artefact?]	0[fluorescence artefact?]	-3
COC(CNC(=O)c1cccc2c1C(=O)N(Cc1cccnc1)C2)OC	-4	87	93	93	8	99	-9	-7	4
Cc1cc(S(=O)(=O)N2CCCCCC2)c(Cl)cc1Cl	17	127	111	80	-3	97	-2	3	0
CS(=O)(=O)N1CCN(c2cccc(Cl)n2)CC1	12	110	101	103	7	105	-6	-14	-11
COC(=O)CSc1n[nH]c(-c2cccnc2)n1	-3	111	97	99	2	100	-5	-7	2
CC1CCc2sc3ncn4nc(C(=O)NCc5ccco5)nc4c3c2C1 (stereo not drawn)	9	140	89	67	10	94	5	5[fluorescence artefact?]	.
O=C(CCN1C(=O)C2C3C=CC(C3)C2C1=O)NC1CCCc2ccccc21 (stereo not drawn)	5[fluorescence artefact?]	98	77	71	-1	95	1	-6	-12
CC(=O)Nc1ccc2c(c1)CCC2=O	4	105	95	104	4	98	7	-7[fluorescence artefact?]	6
CSc1nc(NCCOCCO)c2sc3nc(-c4ccco4)c4c(c3c2n1)CCC4	-1	62[fluorescence artefact?]	75	85	2	102	79*	76*[fluorescence artefact?]	.
COc1ccc(CC(=O)NC(C)c2nnc(SCC(=O)Nc3nc(C)cs3)n2C)cc1 (stereo not drawn)	0[fluorescence artefact?]	117	103	65	-4	103	-20	-21	-6
Cc1cc(NC(=O)CN2CCCC(C)C2)n(-c2nc3ccccc3s2)n1 (stereo not drawn)	-1	96	92	62	-1	99	4	4	-8
CCC(Sc1ccc2nnc(-c3ccc(F)cc3)n2n1)C(=O)O (stereo not drawn)	17	94	108	99	6	97	-19	-9	8
CCS(=O)(=O)c1nnnn1-c1ccccc1S(C)(=O)=O	0	114	89	46	-2	57	-3	-3	-2
O=C(CCNS(=O)(=O)c1cccc2nonc12)NC1CCCc2ccccc21 (stereo not drawn)	0	118[fluorescence artefact?]	92	.	2	98	-13	-19	.
O=C(CCCCn1c(=O)[nH]c2ccsc2c1=O)NCc1cccnc1	6	102	88	92	10	97	-3	-1	17
CCOC(=O)c1oc2ccccc2c1NC(=O)c1ccc(S(=O)(=O)N2CCCC2)cc1	4	126	79	71	4	92	-12	-13	1
CC1CCN(S(=O)(=O)c2ccc3c(c2)C(=NO)c2cc(S(=O)(=O)N4CCC(C)CC4)ccc2-3)CC1	14[fluorescence artefact?]	96	2.8*	0.9*	3	2.3*	6	-3	.
O=C(c1ccc(COc2c(F)c(F)cc(F)c2F)o1)N1CCN(c2ccc(Cl)cc2)CC1	2	117	95	48	5	90	2	7	-5
CCn1c(=S)sc2c(=O)n(-c3ccccc3)c(SCC(=O)NCc3ccco3)nc21	-2	98	94	82	-1	100	-8	-8	9
Cc1ccc(NC(=O)N2CCCC2C(=O)NCc2cccs2)cc1 (stereo not drawn)	0	113	90	110	4	103	-36	-4[fluorescence artefact?]	-23

Taken from above.
Reading for Cc1ccc(NC(=O)N2CCCC2C(=O)NCc2cccs2)cc1 (stereo not drawn) in sEH act: -23
Reading for CC1CCN(S(=O)(=O)c2ccc3c(c2)C(=NO)c2cc(S(=O)(=O)N4CCC(C)CC4)ccc2-3)CC1 in Fibroblast inh: 2.3*
Reading for COC(=O)CSc1n[nH]c(-c2cccnc2)n1 in Fibroblast inh: 100
Reading for COc1ccc(N(CC(=O)N2CCCCCC2)S(=O)(=O)c2c(C)[nH]c(=O)[nH]c2=O)cc1 in ERb SRC1 inh: 0[fluorescence artefact?]
Reading for CSc1nc(NCCOCCO)c2sc3nc(-c4ccco4)c4c(c3c2n1)CCC4 in H69AR inhibit: 85
Reading for O=C(CCCCn1c(=O)[nH]c2ccsc2c1=O)NCc1cccnc1 in sEH act: 17

Compound profiles (already shown). Order of values: Smad3 inh	ERa SRC1 pot	HUVEC prolif 384	H69AR inhibit	Calb biofilm kill	Fibroblast inh	ERa SRC1 inh	ERb SRC1 inh	sEH act
O=C(CCCCn1c(=O)[nH]c2ccsc2c1=O)NCc1cccnc1 as listed: 6	102	88	92	10	97	-3	-1	17
CS(=O)(=O)N1CCN(c2cccc(Cl)n2)CC1 as listed: 12	110	101	103	7	105	-6	-14	-11

Additional records.
SMILES	Smad3 inh	ERa SRC1 pot	HUVEC prolif 384	H69AR inhibit	Calb biofilm kill	Fibroblast inh	ERa SRC1 inh	ERb SRC1 inh	sEH act
CCOc1ccc(-c2nnc3ccc(SC)nn23)cc1	10[fluorescence artefact?]	191[fluorescence artefact?]	73	53	2	91	25[fluorescence artefact?]	23[fluorescence artefact?]	20
COC(=O)c1ccc(-c2nc(-c3cccs3)no2)cc1	15	120	83	74	5	90	3	-1	1
CC(C)N(Cc1nc(-c2ccc(Cl)cc2)no1)C(=O)CCC1CCCC1	-3	90	98	101	8	92	-6	11	2
CCc1nc2oc3cc(OC)ccc3c(=O)c2c(=O)n1-c1ccccc1	14	102	98	80	2	99	10	6	10
O=C(NCc1ccco1)c1sc(=S)n2c1[nH]c(=O)c1ccccc12	6[fluorescence artefact?]	33[fluorescence artefact?]	92	88	0	102	18[fluorescence artefact?]	30[fluorescence artefact?]	18
COc1cc(-c2nc(N)n[nH]2)cc(OC)c1OC	-6[fluorescence artefact?]	104	101	101	-3	91	-37	-11[fluorescence artefact?]	3
Cc1cc(C)cc(N(CC(=O)NCc2ccco2)S(=O)(=O)c2c(C)noc2C)c1	8	102	91	90	6	88	28	-2	-4
CCN(CC)C(=O)N1CCC(NC(=O)c2ccccc2)CC1	-13	133	98	84	10	92	-8	-5	7
CC(=O)Nc1ccc2c(c1)ncn2C1CCCCC1	-1	98	101	99	4	102	-13	-7	-5
CCn1c(SCC(=O)c2cc(OC)ccc2OC)nnc1-c1ccncc1	4	104	97	92	0	97	-9	-6	-5
CC(=O)c1cccc(N(CC(=O)NCC2CCCO2)C(=O)CCC(=O)Nc2cc(C)on2)c1 (stereo not drawn)	-5	114	95	104	4	98	-9	-6	0
O=C(Nc1cccc(C(F)(F)F)c1)NC1CCCCC1	1	90	100	82	0	90	-14	6	-94
COc1ccc2[nH]c3c(NCCN(C(C)C)C(C)C)ncnc3c2c1	-2	93[fluorescence artefact?]	96	84	-1	89	-16	-7	2
Cc1oc(-c2ccccc2)nc1Cn1cccc1C1=NC(c2ccccc2)CO1 (stereo not drawn)	-10	86	67	79	-4	91	-10	-4	.
COc1ccc(N2CCN(S(=O)(=O)/C=C/c3ccccc3)CC2)cc1	3	96	101	96	4	91	-46	-26	4
Cc1ccccc1-c1nc(CN2CCC(C(=O)N3CCN(c4ccccn4)CC3)CC2)c(C)o1	-4	114	69	55	8	97	-11	-17	9
COc1ccccc1NC(=O)C1CC(=O)OC1c1ccccc1 (stereo not drawn)	10	119	85	100	0	99	3[fluorescence artefact?]	7[fluorescence artefact?]	4
O=C(O)CSc1nnc(-c2cccs2)n1-c1ccc(Cl)cc1	-1	99	114	88	-4	99	22	3	-7
O=C(NCc1ccccn1)c1cc(S(=O)(=O)N2CCN(c3ccccc3)CC2)ccc1Cl	-4	111	104	89	5	87	10[fluorescence artefact?]	3	-9
CCN(CC)c1ncccc1C(=O)NCc1cccs1	7	101	97	88	2	104	-2	-7	-4

Some of the entries so far, field by field:
> COc1ccccc1NC(=O)C1CC(=O)OC1c1ccccc1 (stereo not drawn)
  Smad3 inh: 10; ERa SRC1 pot: 119; HUVEC prolif 384: 85; H69AR inhibit: 100; Calb biofilm kill: 0; Fibroblast inh: 99; ERa SRC1 inh: 3[fluorescence artefact?]; ERb SRC1 inh: 7[fluorescence artefact?]; sEH act: 4

> O=C(O)CSc1nnc(-c2cccs2)n1-c1ccc(Cl)cc1
  Smad3 inh: -1; ERa SRC1 pot: 99; HUVEC prolif 384: 114; H69AR inhibit: 88; Calb biofilm kill: -4; Fibroblast inh: 99; ERa SRC1 inh: 22; ERb SRC1 inh: 3; sEH act: -7

Next part
SMILES	Smad3 inh	ERa SRC1 pot	HUVEC prolif 384	H69AR inhibit	Calb biofilm kill	Fibroblast inh	ERa SRC1 inh	ERb SRC1 inh	sEH act
COCCN(C(=O)C(C)C)c1nnc(-c2cccc(C)c2)s1	-2	115	114	85	-1	95	0	-4	-16
COC(=O)c1cc(NC(=O)CN2CCOCC2)cc(C(=O)OC)c1	16	101	88	105	5	102	-7	2	.
CCOC(=O)c1c(-c2ccc(C)o2)csc1NC(=O)CSc1ncn[nH]1	0	84	95	77	5	95	5	-9	15
Cc1ccc2c(c1)N(CC(=O)NC1CCC(C)CC1)C(=O)CO2 (stereo not drawn)	-12	120[fluorescence artefact?]	102	94	8	105	3	-4	-12
O=C(CSc1nc(-c2ccccc2)cc(C(F)(F)F)n1)N1CCOCC1	14	97	100	67	-3	100	1	2	6
CCC1CCCCN1CCn1c(=S)[nH]c2cc(OC)c(OC)cc2c1=O (stereo not drawn)	7	110	92	84	3	92	-2	-3	-14
CCOC(=O)C(C)Oc1cccc2c(=O)n(CC(=O)Nc3ccc(OCC)cc3)ccc12 (stereo not drawn)	-8	94	101	77	7	91	16[fluorescence artefact?]	0[fluorescence artefact?]	0
Cc1ccc(NC(=O)c2cccc(OCc3c(C)noc3C)c2)cc1	2	96	102	47	5	102	-1	19	-54
Cc1ccccc1-c1nc(CS(=O)CC(=O)NCCCN(C)c2ccccc2)c(C)o1 (stereo not drawn)	1	90	105	86	5	98	-2	-4[fluorescence artefact?]	-2
CC(=O)Nc1c(O)nc(SCC(=O)Nc2nnc(CC(C)C)s2)[nH]c1=O	3	101	102	84	-5	104	-5	-6	14
O=C(Nc1nc(=S)ss1)c1ccc(Cl)cc1Cl	5	50	61	96	-4	100	9	-16	-1
CSc1ccccc1NC(=O)c1onc(C)c1Cl	2	108[fluorescence artefact?]	97	96	6	96	-8	1	.
COc1ccc(Br)cc1C(=O)NCc1cccnc1	2	117[fluorescence artefact?]	73	72	8	90	-5	3	0
CC(=O)N1CCN(CC(=O)Nc2c(Cl)cc(Cl)cc2Cl)CC1	0	119[fluorescence artefact?]	86	94	5	96	7	0	.
CC(C)CC(NC(=O)C(CC(C)C)NC(=O)OC(C)(C)C)C(N)=O (stereo not drawn)	11	91	106	100	9	104	11	-1	27
O=C(/C=C/c1ccco1)NC(=S)Nc1ccc(Cl)cn1	13	88[fluorescence artefact?]	113	102	1	106	7	3	-24
CCC(CC)C(=O)Nc1cccc(C(=O)NCc2ccco2)c1	-12[fluorescence artefact?]	76[fluorescence artefact?]	94	87	9	105	34[fluorescence artefact?]	40[fluorescence artefact?]	6
O=C(CN1CCN(c2ccccc2)CC1)N1CCN(c2ccccc2)CC1	-5	127[fluorescence artefact?]	104	103	5	104	0	3[fluorescence artefact?]	2
COc1ccccc1C(c1nnnn1C(C)(C)C)N1CCN(C(=O)c2ccco2)CC1 (stereo not drawn)	-2	105	92	87	4	100	-6	-5	10
